TbREL1 inh = TbREL1 inhibition, primary screen | P86926 | TbREL1 RNA ligation, FRET fluorescence | inhibition, % at 9.66 µM | 0.49% of 89,000 active | AID 1117264;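 active means inhibition above the mean inhibition across all screened compounds plus 3 SD, cut at about 11% in these data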;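 further: 0% = plate median of test wells and 100% = NSC42067 control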
Target sequence (P86926 whole entry, looked up): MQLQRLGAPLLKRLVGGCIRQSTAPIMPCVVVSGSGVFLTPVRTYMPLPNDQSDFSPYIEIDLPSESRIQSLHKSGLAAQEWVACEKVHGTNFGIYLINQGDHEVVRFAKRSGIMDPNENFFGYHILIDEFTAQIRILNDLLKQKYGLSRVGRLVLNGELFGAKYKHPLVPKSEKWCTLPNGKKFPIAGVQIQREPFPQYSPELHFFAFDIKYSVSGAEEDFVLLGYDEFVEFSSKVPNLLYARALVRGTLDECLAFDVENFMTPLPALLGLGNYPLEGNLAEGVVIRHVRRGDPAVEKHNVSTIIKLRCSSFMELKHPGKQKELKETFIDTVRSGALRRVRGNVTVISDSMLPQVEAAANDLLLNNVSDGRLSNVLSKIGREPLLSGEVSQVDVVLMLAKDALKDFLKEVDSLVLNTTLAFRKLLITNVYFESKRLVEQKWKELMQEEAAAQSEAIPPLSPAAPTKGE
Active calls of the source: *. A portion of the library (hit frequency here may not be typical).

SMILES	TbREL1 inh
COC(=O)CCc1sc(NC2CCCCC2)nc1-c1ccc(OC)cc1	0
COc1cc(/C=C/C(=O)OCC(=O)NC2CCS(=O)(=O)C2)ccc1OC(F)F (configuration not stated)	-2
Nc1cc(C(=O)O)ccc1Sc1ccccc1C(=O)O	3
COc1ccc(OC(=O)CCCN2C(=O)c3ccccc3C2=O)cc1	-2
COc1cc(CNC(C)(C)CO)cc(Br)c1OCc1ccccc1	4
CSc1ncc(Cl)c(C(=O)Nc2cccc(C)c2)n1	0
O=C1NC(c2ccc(F)cc2)Oc2ccccc21 (configuration not stated)	-3
O=C(COc1ccc(Cl)cc1Cl)NCCCN1CCOCC1	-1
CN(CCOC(=O)/C=C/c1ccccc1)C(C)(C)C	-2
Cc1nc(C)c(CCNC(=O)c2cccc(Cl)c2)s1	0
CC1Cn2c(nnc2-c2cccc(N)c2)S1 (configuration not stated)	0
O=C(NC1CCN(S(=O)(=O)c2ccc(F)cc2)CC1)c1cccnc1	2
CC(C)c1ccc(N2C(=O)CC(NNC(=O)c3cccnc3)C2=O)cc1 (configuration not stated)	3
CC1CC(C)CN(c2ccc([N+](=O)[O-])cc2-c2nn[nH]n2)C1 (configuration not stated)	2
CN1CCN(C(=O)CCS(=O)(=O)c2cc3c(cc2Cl)NC(=O)CO3)CC1	-1
COC(=O)c1cn(NC(=O)c2ccc(OC)c(OC)c2)c(=O)c2ccccc12	4
CC1=C(C(=O)OC(C)C)C(c2cccs2)N2C(=O)CCSC2=N1 (configuration not stated)	0
CCCOc1cccc(C(=O)Nc2cccc(NC(=O)c3ccco3)c2)c1	3
CCOc1ccc(CCN2C(=S)N([C@@H](CC(C)C)CN3CCCC3CN3C(=S)NC[C@@H]3CC(C)C)C[C@@H]2Cc2ccc(O)cc2)cc1 (some centres not stated)	-4
COC(=O)[C@]12C[C@H](CC(=O)NCCCN3CCCC3=O)C(=O)N(Cc3ccco3)C1=C[C@H](COCc1ccccc1)O[C@@H]2C	-4

An excerpt taken from the entries so far, for reference:
SMILES	TbREL1 inh
COc1ccc(OC(=O)CCCN2C(=O)c3ccccc3C2=O)cc1	-2
COc1cc(CNC(C)(C)CO)cc(Br)c1OCc1ccccc1	4
CSc1ncc(Cl)c(C(=O)Nc2cccc(C)c2)n1	0
O=C1NC(c2ccc(F)cc2)Oc2ccccc21 (configuration not stated)	-3
O=C(COc1ccc(Cl)cc1Cl)NCCCN1CCOCC1	-1
CN(CCOC(=O)/C=C/c1ccccc1)C(C)(C)C	-2
Cc1nc(C)c(CCNC(=O)c2cccc(Cl)c2)s1	0

Rewritten with bars between the fields: 2 of the compounds above.
canonical_smiles | TbREL1 inh
Cc1nc(C)c(CCNC(=O)c2cccc(Cl)c2)s1 | 0
CC(C)c1ccc(N2C(=O)CC(NNC(=O)c3cccnc3)C2=O)cc1 (configuration not stated) | 3

(cont.)
SMILES	TbREL1 inh
COC(=O)c1ccc(NC(=O)COc2ccc(S(=O)(=O)NC(C)(C)C)cc2)cc1	0
CC(=O)c1ccc(-c2ccc([C@H]3[C@H]4C=CC[C@@H](C)[C@@H]4C(=O)N3Cc3ccccc3)c(F)c2)cc1	4
CCCCOc1ccc(C(=O)n2ccc3ccc(-c4ccc5ccn(Cc6cccc(C(=O)OC)c6)c5c4)cc32)cc1	-1
CCN(CC)C(=O)C(C(=O)c1cccc([N+](=O)[O-])c1)n1cc(Cl)ccc1=O (configuration not stated)	11
CC(C)(C)C(=O)N(Cc1ccccc1)c1ccccn1	3
Cc1cc(C(=O)CSc2n[nH]c(-c3ccccc3F)n2)c(C)n1Cc1cccs1	4
CCCNC(=O)COC(=O)c1ccc(S(=O)(=O)N2CCCCCC2)cc1	-3
O=C(Nc1ccc(N2CCOCC2)cc1)c1c(F)cccc1Cl	1
COC(=O)[C@]12CCCCC=C1N(Cc1ccccc1)C(=O)[C@H](CC(=O)NCc1ccccc1)C2	7
OCCCn1c(C2CCCN2c2nc(-c3ccc(F)cc3)cs2)nc2cc(Cl)c(N3CCCCC3)cc21 (configuration not stated)	-4
COc1cc(/C=C/C(=O)OCC(=O)Nc2ccc3[nH]c(=O)[nH]c3c2)ccc1OC(F)F	-6
NC(c1csc(Nc2ccc(C(=O)NCCCO)cn2)n1)C1CCCCC1 (configuration not stated)	4
COc1ccc(CNC(=O)CN(c2cc(C)cc(C)c2)S(=O)(=O)c2c(C)[nH]c(=O)[nH]c2=O)cc1	-2
CCN(CC)c1cc(C)c2ccccc2n1	5
COc1ccccc1NS(=O)(=O)c1cc(N/C(=N\S(=O)(=O)c2ccccc2)c2ccc(F)cc2)ccc1Cl	-2
CCC(C)[C@H]1COCCS(=O)(=O)N1Cc1ccc(Cl)cc1Cl (some centres not stated)	-1
O=C(Oc1ccc(Br)cc1)C1CCN(C2=NS(=O)(=O)c3ccccc32)CC1	-1
COc1ccc(/C=C/C(=O)OCC(=O)NCc2ccco2)cc1OC	-2
O=C(C1CCCN(S(=O)(=O)c2ccc(Br)s2)C1)N1CCN(Cc2ccccc2)CC1 (configuration not stated)	3
Cc1ccc(N(C(=O)c2csnn2)C(C(=O)NC2CCCCC2)c2ccncc2)c(C)c1 (configuration not stated)	-2
COc1ccccc1C(=O)Nc1ccc(C2=NNC(=O)CC2C)cc1 (configuration not stated)	0
Cn1c(Cl)cnc1C1CC(=O)c2cc(Cl)ccc2O1 (configuration not stated)	0
Cc1ccc(OCC(=O)Nc2sc3c(c2C#N)CCC3)cc1C	2
C#CCONC(=O)c1cc(OCC(F)(F)F)ccc1OCC(F)(F)F	2
CC(=O)NC1C(=O)N=C(SCc2ccccc2)NC1=O (configuration not stated)	-1
Cc1cccc(NC(=O)c2ccc(F)c(S(=O)(=O)NCc3ccco3)c2)c1	-3
CC(=O)c1cccc(NC(=O)c2ccc(N(C)S(=O)(=O)c3ccc(C)cc3)cc2)c1	1
COCCn1c(Cc2ccccc2)nnc1SCC(=O)NC1CC1	7
CCCCCCC(=O)NC1CCCCN(Cc2ccc(C)cc2)C1=O (configuration not stated)	-2
COc1cccc(CN(C)C(=O)c2cccc(NC(=O)CC3SC(N4CCCCC4)=NC3=O)c2)c1OC (configuration not stated)	-3
COc1ccccc1NC(=O)C1=C(C)NC(=O)NC1c1cc(C)cs1 (configuration not stated)	0
C=CCOC(=O)N1CCC2CC1c1c(-c3ccc(C(F)(F)F)cc3)cccc12 (configuration not stated)	-1
Cc1ccc(Oc2nc3c(c(=O)n(C)c(=O)n3C)n2C)cc1C	-1
COc1ccc(CCNC(=O)C(=O)NCC2CCCO2)cc1OC (configuration not stated)	0
O=C(NC1CCN(C(=S)NCCc2ccccc2)CC1)C1CCCCC1	-1
Cc1cc(OCc2nnc(SCC(=O)OC3CCCCC3)o2)ccc1Cl	2
O=C(O)c1ccccc1C(=O)c1ccc2c(c1)N(Cc1cccc(F)c1)C(=O)CO2	7
O=C(NC(=S)Nc1ccccc1O)c1ccc(-c2ccc(Cl)cc2)o1	-4
CCN1CCN(CC(=O)Nc2ccccc2)C(=O)C1=O	2
O=C(c1cnn2c(C(F)(F)F)cc(-c3ccc4c(c3)OCO4)nc12)N1CCCC1	-1
C=C1c2cccc(OC)c2O[C@H](C(=O)OCC)[C@@H]1CC(CC)CCCC (some centres not stated)	-2
COC(=O)[C@@]1(Cc2ccc(OC)cc2)[C@H]2c3cc(C(=O)N4CCCC4)n(Cc4ccsc4Br)c3C[C@H]2CN1C(=O)c1ccccc1	-7
C[C@H](CO)N1C[C@H](C)[C@@H](CN(C)S(=O)(=O)c2cccs2)Oc2ccc(NS(=O)(=O)c3ccc(F)cc3)cc2C1=O	-3
Cc1cc(C(=O)CSc2nnc(-c3ccccc3F)o2)c(C)n1Cc1cccs1	2
Cc1cc(C)c(C(=O)N(C)C2CCCN(Cc3ccccc3F)C2)o1 (configuration not stated)	-6
CCN1CCN(C(=O)c2cc3cc4cc(OC)ccc4nc3s2)CC1	0
CCC(=O)N1CCC2(CC1)Oc1ccc(Cl)cc1C(=O)C21CC(c2cccnc2)=NO1 (configuration not stated)	-1
Cc1cccc(-n2c(C)cc(/C=N/NC(N)=S)c2C)c1	-3
O=C(NCc1cccnc1)c1cccc(S(=O)(=O)NCc2ccccc2)c1	-2
O=C(CNCc1ccccc1Cl)Nc1ccc(C(=O)N2CCCCC2)cc1	9
COc1ccc(-c2cc(=O)c3cc(C)ccc3[nH]2)cc1	3
CCOc1ccc(C/C(O)=C2\C(=O)CC(C)(C)CC2=NCC(=O)O)cc1OCC	-1
CC(C)C(N)c1csc(NC(=O)Nc2ccccc2C(C)(C)C)n1 (configuration not stated)	13*
Cc1cc(C)cc(C(=O)n2cnnc2N)c1	5
CCNC(=S)N/N=C/c1ccc(C(=O)O)cc1	-3
CC(=O)Oc1ccc(-c2csnn2)cc1	3
CCN(CC)CCN(C(=O)c1ccc2c(c1)OCCO2)c1nc2ccc(C)cc2s1	4
COc1cc(-c2[nH]ncc2CN2CCc3sccc3C2)cc(OC)c1OC	-3
COc1cccc(C2C(C(=O)c3cc4ccccc4o3)=C(O)C(=O)N2CCN2CCOCC2)c1 (configuration not stated)	1
O=C(O)CCCn1cc(NC(=O)c2sc3ccccc3c2Cl)cn1	0

The list goes on:
SMILES	TbREL1 inh
CCC(C)n1c(-c2cccc(S(=O)(=O)N(CC)CC)c2)n[nH]c1=S (configuration not stated)	-7
CSc1ccccc1NC(=O)CCn1c(=O)sc2ccccc21	1
CCCN(CC(=O)Nc1ccccc1C)C(=O)C1CCN(S(=O)(=O)c2ccc3c(c2)OCCO3)CC1	-3
Cc1nnc(SCC(=O)Nc2ccccc2F)n(N)c1=O	2
O=[N+]([O-])c1ccc(S(=O)(=O)N2CCN=C2SCc2ccc(F)cc2)cc1	2
CC1(C)NC(C)(C)C(O)(C(N)=O)C1=O (configuration not stated)	9
Cc1ccc2nc(N3CCN(c4cccc(C)c4C)CC3)c3nnnn3c2c1	-1
COc1cc2c(cc1OC)CN(C(=O)c1cccs1)CC2	-4
CC(=O)Nc1ccc(S(=O)(=O)N2CCN(CCCOc3cc(C)ccc3C)CC2)cc1	-2
CC(C)(C)c1ccc(C(=O)Nc2cccc3ncccc23)cc1	4
CSCc1ccc(C(=O)N2CCC(N3CCC(C(=O)NC(C)C)CC3)CC2)o1	-2
Cc1cc(C)c(S(=O)(=O)N2CCCOC2CNC(=O)C(=O)NCCc2c[nH]c3ccccc23)c(C)c1 (configuration not stated)	-7
COCCN1C(=O)c2ccccc2C(C(=O)NCC2CCCO2)C1c1c[nH]c2ccccc12 (configuration not stated)	-2
COc1cccc(/C=N/NC(=O)C(=O)N2CCCC2)c1OC	0
COC(=O)c1[nH]nc2c1C(=O)N(C1CCCCC1)C2=O	1
O=C(COc1ccc(S(=O)(=O)N2CCCC2)cc1)Nc1ccc(F)cc1	-2
CC(O/N=C/c1ccccc1OC(F)F)C(=O)Nc1cccc(S(=O)(=O)N2CCOCC2)c1 (configuration not stated)	-2
CCN(CC)CCCN(Cc1cc2cc3c(cc2[nH]c1=O)OCO3)C(=S)NCCOC	0
O=C(NCc1ccccc1)C1=C[C@@H](c2ccc(C(F)(F)F)cc2)C[C@@H](OCCCCO)O1	-2
O=C(CC1CC2CCC1C2)Nc1nc(-c2ccccn2)cs1 (configuration not stated)	0

With a hit mark in TbREL1 inh, among the entries above:
SMILES	TbREL1 inh
CC(C)C(N)c1csc(NC(=O)Nc2ccccc2C(C)(C)C)n1 (configuration not stated)	13*

The main list resumes, starting 4 compounds before the break.
SMILES	TbREL1 inh
CC(O/N=C/c1ccccc1OC(F)F)C(=O)Nc1cccc(S(=O)(=O)N2CCOCC2)c1 (configuration not stated)	-2
CCN(CC)CCCN(Cc1cc2cc3c(cc2[nH]c1=O)OCO3)C(=S)NCCOC	0
O=C(NCc1ccccc1)C1=C[C@@H](c2ccc(C(F)(F)F)cc2)C[C@@H](OCCCCO)O1	-2
O=C(CC1CC2CCC1C2)Nc1nc(-c2ccccn2)cs1 (configuration not stated)	0
Cc1ccc(NC(=O)CSc2ncn(-c3ccccc3)n2)cc1C	0
C#CCOCCOCCOCCNc1nc(N2CCN(C(=O)[C@H]([C@@H](C)CC)n3cc(CCCN=C(N)N)nn3)CC2)nc(N2CCN(C(=O)[C@H](Cc3ccc(O)cc3)n3cc(CCO)nn3)CC2)n1	10
O=C1CCC(=O)N1Cc1c(Cl)cccc1Cl	1
COc1ccccc1CNC(=O)C1CCN(S(=O)(=O)c2cccc3cccnc23)CC1	-5
CS(=O)(=O)N(CC(=O)NCc1ccccc1)C1CCCCC1	-1
COc1cc(/C=C/C(=O)O)ccc1OCc1ccccc1C#N	2
COC(=O)C1=C[C@@H](C(=O)OC)C2C3=C(C(=O)C24CCCCC4)[C@H](C)n2c(=O)n(-c4ccccc4)c(=O)n2[C@@H]3C1 (some centres not stated)	1
Cc1ccnc(NS(=O)(=O)c2ccc(Oc3ccccc3)cc2)c1	5
Cc1ccc(NC(=O)c2cc(-n3cnnc3)ccc2Cl)cc1	-2
CC1Cc2ccccc2N1C(=O)Cn1c(=O)oc2cc(S(=O)(=O)N3CCCCC3)ccc21 (configuration not stated)	1
O=C(Cc1ccc(Cl)cc1)NCCS(=O)(=O)N1CCN(c2ccccc2)CC1	-1
O=C(C1CCC(CNS(=O)(=O)c2cccc3cccnc23)CC1)N1CCc2ccccc21 (configuration not stated)	3
O=S(=O)(NCc1cccs1)c1cccc(S(=O)(=O)N2CCCCC2)c1	1
COc1ccc(F)cc1C(=O)C1CCCN(C(=O)Cc2c(C)noc2C)C1 (configuration not stated)	-4
CCN1CCN(C(=S)c2ccc(Cl)c(Cl)c2)CC1	4
COc1cccc(NS(=O)(=O)c2ccc3[nH]cc(C(=O)NCCN4CCOCC4)c(=O)c3c2)c1	9
O=C(O)CCc1nc(-c2ccc(Cl)cc2)no1	8
Cc1ccc(S(=O)(=O)N(C)CC(=O)NCCCn2nc(C)cc2C)cc1	1
COc1cc(OC)c2c(-c3cccc(-c4ccc(C(F)(F)F)cc4)c3)cc(=O)oc2c1	5
O=C(CSc1nnc(-c2cccs2)o1)c1ccc2c(c1)OCO2	2
COc1ccc(C(=O)NCCCN2CCOCC2)cc1	-1

Bioassay records as filed in PubChem.
